Assay outcomes from PubChem.
RBBP9 inh – human RBBP9 hydrolase inhibition. recombinant RBBP9, FP-Rh probe fluorescence polarization. inhibition, % at 7.94 µM. O75884. AID 1515. actives 0.2% (n = 220,000);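 active means inhibition above the campaign mean of all tested compounds plus 3 SD, cut at about 14% in these data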;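 further: plate controls were DMSO wells with RBBP9 for no effect and wells lacking RBBP9 protein for full effect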
Target sequence (O75884 whole entry, looked up): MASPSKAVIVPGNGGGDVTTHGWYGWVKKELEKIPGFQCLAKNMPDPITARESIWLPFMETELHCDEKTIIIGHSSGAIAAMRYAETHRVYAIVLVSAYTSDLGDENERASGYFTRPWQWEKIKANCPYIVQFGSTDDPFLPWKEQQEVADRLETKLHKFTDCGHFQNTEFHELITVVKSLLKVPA
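Test system: recombinant human RBBP9. Quantity: 2.5 µM RBBP9 dispensing solution, before mixing. Detection: FP readout at 525/598 nm. Reagent: Serine-hydrolase probe FP-Rh, 375 nM pre-mixing. Measure: % inhibition. Control set: DMSO-treated enzyme wells and wells lacking RBBP9. Buffer or medium: Tris-NaCl-Pluronic buffer, pH 8.0. Times: preincubation 30 min plus labeling 45 min at 25 °C.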
Hck Nef HTS – blocks Nef-activated human Hck kinase; P08631; Recombinant Hck-YEEI plus Nef, Z-Lyte FRET kinase assay; inhibition, % at 20 µM; actives 0.68% (n = 220,000); AID 463187;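 active means Hck-Nef kinase inhibition above about 50%, limit read from the data; inactive means inhibition below that limit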;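 further: 0% = DMSO with Hck plus Nef and 100% = Hck alone without Nef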
Runt-SMMHC FRET – inhibitors of human RUNX1 Runt domain binding to CBFb-SMMHC; inhibition, % at 20 µM; Cerulean-Runt/Venus-CBFb-SMMHC FRET ratio 530/480, 1 h; AID 1434; Q01196+Q13951; actives 0.74% (n = 220,000);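 active means mean inhibition across duplicate retests at 20 µM reaching about 50%, limit read from the data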;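 further: 0% = DMSO wells and 100% = wells with excess untagged CBFb-SMMHC; inhibitors lower the FRET ratio by blocking Runt binding to CBFb-SMMHC; some results filed as inactive read as strong as hits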
p97 inhibitor – inhibitors of human p97 ATPase | inhibition, % at 8 µM | P55072 | recombinant p97 ATPase, Kinase-Glo ATP luminescence, 3 h | actives 0.42% (n = 220,000); in the data active means inhibition above about 15%;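 further: 0% = DMSO vehicle and 100% = wells lacking enzyme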
NPY1 pot ag – human NPY-Y1 potentiation or agonism, primary screen; P25929; NPY-Y1 expressing cells, potentiator/agonist activation; activation, % at 3.6 µM; actives 0.37% (n = 220,000); AID 1304; in the data active means activation above about 33%, passing the limit was not always enough;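 further: cells stimulated with NPY at EC10 then isoproterenol at EC100; 0% = low agonist plus stimulus and 100% = saturating agonist plus stimulus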
Target sequence (P25929 whole entry, looked up): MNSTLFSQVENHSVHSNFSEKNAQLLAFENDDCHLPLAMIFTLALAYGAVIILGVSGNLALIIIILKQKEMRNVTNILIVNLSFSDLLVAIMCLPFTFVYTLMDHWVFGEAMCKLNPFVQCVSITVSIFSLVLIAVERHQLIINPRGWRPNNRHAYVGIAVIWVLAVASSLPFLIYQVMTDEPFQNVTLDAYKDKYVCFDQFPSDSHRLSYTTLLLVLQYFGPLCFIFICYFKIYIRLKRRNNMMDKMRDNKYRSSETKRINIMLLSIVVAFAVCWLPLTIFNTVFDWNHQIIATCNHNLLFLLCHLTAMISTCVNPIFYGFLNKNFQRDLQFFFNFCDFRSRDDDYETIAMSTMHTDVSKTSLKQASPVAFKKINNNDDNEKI
Runt-CBFb FRET – inhibitors of human RUNX1 Runt domain binding to CBFb; actives 0.46% (n = 220,000); inhibition, % at 20 µM; Q01196+Q13951; Cerulean-Runt/Venus-CBFb FRET ratio 530/480, 1 h;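 active means inhibition over about 50% at 20 µM in the single-dose screen, limit read from the data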;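 further: 0% = DMSO wells and 100% = excess unlabeled CBFb competitor control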
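Reagent – Venus-CBFb binding partner, 100 nM · Assay system – Cerulean-tagged RUNX1 Runt domain (FRET donor) fusion protein · Input – 100 nM per protein · Incubation – two 1 h room-temperature incubations shielded from light · Measured by – FRET fluorescence · Medium – Tris buffer pH 7.5 with salts and BSA · Benchmarks – unlabeled CBFb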
NPY Y1 blocker – blocks the human neuropeptide Y Y1 receptor | P25929 | AID 1040 | HEK293-CNG Y1 cells, membrane potential fluorescence; NPY at EC95, then isoproterenol | inhibition, % at 3.6 µM | actives 1% (n = 200,000);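 active means inhibition above the campaign mean inhibition of all tested compounds plus 3 SD, cut at about 20% in these data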;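 further: 0% = DMSO wells given NPY plus isoproterenol and 100% = isoproterenol alone without NPY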
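material = HEK293 cells with Y1 receptor plus CNG channel | also added = NPY 25 nM then isoproterenol 1 µM plus Ro 20-1724 25 µM | schedule = dye 3 h, compound 60 min room temperature, stimulation 45 min | measured by = membrane potential fluorescence | benchmarks = high control isoproterenol alone, low control NPY with isoproterenol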
Mdm2 ligase inh – inhibitors of human Mdm2 E3 ubiquitin ligase | actives 0.11% (n = 210,000) | Q00987 | signal enhancement, % at 5 µM | cell-based MDM2 ubiquitination luciferase reporter, 2 h; 0 = plate control, 100 = twice control, blank-subtracted;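 active means signal enhancement of 30% or more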;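 further: luminescence tracks abundance of the self-degrading MDM2-luciferase fusion protein; higher signal means inhibition of MDM2 E3 ligase activity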
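Assay system: stable mammalian line carrying autodegrading MDM2–luciferase fusion reporter; Input: 2000 cells in each well; Compound dosing: single-point 5 µM; Schedule: 2 h compound exposure at 37 °C; Signal: SteadyLite luciferase luminescence after 15 min room-temperature reagent incubation; Evaluation: % luminescence enhancement versus blank-corrected plate control mean; Benchmarks: plate controls and plate blanks.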
NPY-Y2 PAM-ag – human NPY-Y2 potentiation or agonism, primary screen; cells expressing NPY-Y2, potentiator/agonist read-out; activation, % at 3.6 µM; actives 0.45% (n = 220,000); P49146; in the data active means activation above about 27%;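 further: cells stimulated with NPY near EC25 plus isoproterenol at EC100; 0% = vehicle plus submaximal agonist and 100% = vehicle plus saturating agonist; some results beyond the cut were filed as inactive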
Target sequence (P49146 whole entry, looked up): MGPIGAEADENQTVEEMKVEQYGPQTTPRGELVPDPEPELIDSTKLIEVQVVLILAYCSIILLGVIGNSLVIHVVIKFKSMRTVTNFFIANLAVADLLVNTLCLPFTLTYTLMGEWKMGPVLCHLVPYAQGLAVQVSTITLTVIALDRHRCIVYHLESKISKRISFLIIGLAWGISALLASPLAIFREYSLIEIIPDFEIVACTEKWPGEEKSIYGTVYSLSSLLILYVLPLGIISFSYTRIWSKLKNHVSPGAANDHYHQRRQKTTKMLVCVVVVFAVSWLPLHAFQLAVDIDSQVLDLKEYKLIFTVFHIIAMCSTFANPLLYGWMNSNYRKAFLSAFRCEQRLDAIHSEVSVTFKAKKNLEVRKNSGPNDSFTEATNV
Numbers without * were called inactive; / = not tested or not shown.

# | smiles | RBBP9 inh | NPY Y1 blocker | Mdm2 ligase inh | Hck Nef HTS | NPY1 pot ag | Runt-CBFb FRET | Runt-SMMHC FRET | p97 inhibitor | NPY-Y2 PAM-ag
1 | CCN(CC)S(=O)(=O)c1ccc(N2C(=O)CC2(/C=C/c2ccccc2)C(=O)NC2CCCC2)cc1 (centres undefined) | -0.1 | 0.3 | 1.9 | 2.3 | 18.0 | -0.8 | 3.0 | 8.4 | 0.6
2 | COc1cc(CNc2nc3ccccc3[nH]2)cc(OC)c1OC | 1.8 | -1.4 | -1.6 | 5.4 | -31.1 | -1.1 | -1.4 | 2.5 | -7.0
3 | Nc1nc(Nc2cccc(F)c2)nc(N2CCOCC2)c1[N+](=O)[O-] | -3.3 | / | -9.3 | 13.7 | -6.9 | 0.9 | -2.8 | -2.5 | -19.8
4 | COc1ccc(/C=C(/NC(=O)/C=C/c2ccccc2)C(=O)O)cc1 | -3.3 | 5.8 | -5.7 | 15.9 | -2.1 | -1.1 | -2.5 | -2.8 | -10.9
5 | CCCCC1=NN2C(=N)CC(=O)N=C2S1 | -12.5 | 2.1 | -10.7 | 0.8 | 9.0 | -0.2 | -1.0 | -2.4 | -2.9
6 | Cc1cc(Nc2ccc3c(c2)OCCO3)c2ccccc2n1 | -6.5 | 9.8 | -11.3 | 4.5 | -45.8 | -0.4 | -2.9 | 1.2 | -3.4
7 | CCn1ccnc1CNC(=O)CC1C(=O)NCCN1Cc1ccc(OC)cc1OC (centres undefined) | -10.7 | / | -5.1 | 2.9 | -0.2 | 0.4 | 1.5 | -0.8 | 6.6
8 | N/C(=N\OC(=O)Cc1ccccc1)c1ccccc1Cl | -4.7 | -4.0 | -15.0 | 18.5 | 7.5 | -1.6 | -2.7 | 5.6 | 1.3
9 | Cn1c(=O)[nH]c(=O)c2c1nc(N1CCCCC1)n2CCOc1ccccc1 | -5.5 | 4.1 | -15.3 | 1.5 | -15.8 | -2.0 | 3.2 | -8.2 | -6.2
10 | C(=N\Nc1nc2ccccc2[nH]1)/C1CCCCC1 | -0.5 | 8.9 | -28.1 | 11.4 | -10.2 | 5.0 | 0.1 | 3.5 | -20.4

Sorted by SMILES length (low to high): some entries from above
# | smiles | RBBP9 inh | NPY Y1 blocker | Mdm2 ligase inh | Hck Nef HTS | NPY1 pot ag | Runt-CBFb FRET | Runt-SMMHC FRET | p97 inhibitor | NPY-Y2 PAM-ag
5 | CCCCC1=NN2C(=N)CC(=O)N=C2S1 | -12.5 | 2.1 | -10.7 | 0.8 | 9.0 | -0.2 | -1.0 | -2.4 | -2.9
10 | C(=N\Nc1nc2ccccc2[nH]1)/C1CCCCC1 | -0.5 | 8.9 | -28.1 | 11.4 | -10.2 | 5.0 | 0.1 | 3.5 | -20.4
6 | Cc1cc(Nc2ccc3c(c2)OCCO3)c2ccccc2n1 | -6.5 | 9.8 | -11.3 | 4.5 | -45.8 | -0.4 | -2.9 | 1.2 | -3.4
2 | COc1cc(CNc2nc3ccccc3[nH]2)cc(OC)c1OC | 1.8 | -1.4 | -1.6 | 5.4 | -31.1 | -1.1 | -1.4 | 2.5 | -7.0
7 | CCn1ccnc1CNC(=O)CC1C(=O)NCCN1Cc1ccc(OC)cc1OC (centres undefined) | -10.7 | / | -5.1 | 2.9 | -0.2 | 0.4 | 1.5 | -0.8 | 6.6
9 | Cn1c(=O)[nH]c(=O)c2c1nc(N1CCCCC1)n2CCOc1ccccc1 | -5.5 | 4.1 | -15.3 | 1.5 | -15.8 | -2.0 | 3.2 | -8.2 | -6.2

(listing goes on)
# | smiles | RBBP9 inh | NPY Y1 blocker | Mdm2 ligase inh | Hck Nef HTS | NPY1 pot ag | Runt-CBFb FRET | Runt-SMMHC FRET | p97 inhibitor | NPY-Y2 PAM-ag
11 | CCNC(=O)c1sc(=S)n(-c2ccc(C)cc2)c1N | 0.0 | 0.7 | -13.5 | -2.7 | -18.9 | 11.2 | 2.5 | 3.6 | -7.5
12 | CCN(CC)c1ccc(/C=C2\SC(=O)N(C(C)C)C2=O)o1 | -0.4 | / | -3.7 | 5.7 | -6.8 | 11.3 | -131.4 | -0.3 | -10.5
13 | O=C(COC(=O)c1ccc(F)cc1F)NC1CC1 | -8.7 | 3.8 | 0.6 | 9.9 | 8.3 | 0.9 | -1.6 | 5.6 | 4.3
14 | COc1ccc(-c2cc3nc[nH]c(=O)c3s2)cc1 | -4.6 | 2.6 | -19.3 | -1.9 | -4.4 | 1.7 | 3.7 | -3.7 | 6.8
15 | CCCCN(C(=N)N1CCCCC1)c1nc(C)c([N+](=O)[O-])c(=O)[nH]1 | -6.5 | -3.4 | / | 0.5 | -5.8 | -0.4 | -0.7 | 4.9 | 4.2
16 | CCOc1cc(N2CCOCC2)c(OCC)cc1NC(=O)[C@H](C)N1C(=O)C2CC=CCC2C1=O (some centres undefined) | 0.6 | 0.9 | -13.2 | 4.4 | 15.2 | -0.9 | 2.9 | -0.1 | 7.2
17 | COc1cccc2cc(-c3nnc(SCC(=O)NCc4ccccc4)n3C)oc12 | -7.1 | -1.4 | 2.4 | -0.9 | 12.0 | -1.6 | -0.6 | -1.6 | -3.9
18 | O=C(CN1CCOCC1)Nc1nc2ccc(F)cc2s1 | 3.2 | 2.9 | -14.1 | 0.2 | 0.7 | -0.6 | -2.9 | 1.9 | -1.5
19 | Cc1nn(Cc2ccc(Cl)cc2Cl)c(C)c1NC(=O)NC12CC3CC(CC(C3)C1)C2 | -12.4 | -2.8 | -22.4 | -18.7 | -12.3 | 0.5 | 2.1 | -4.1 | 5.1
20 | Cc1ccc(NC(=S)N2CCN(c3ncccn3)CC2)c(C)c1 | -5.9 | -1.7 | -5.9 | -0.1 | -17.1 | 1.1 | -0.1 | 3.7 | -6.2

The list goes on.
# | smiles | RBBP9 inh | NPY Y1 blocker | Mdm2 ligase inh | Hck Nef HTS | NPY1 pot ag | Runt-CBFb FRET | Runt-SMMHC FRET | p97 inhibitor | NPY-Y2 PAM-ag
21 | O=C1CC(=O)N(Cc2ccco2)C(=S)N1 | -10.5 | -3.6 | -12.4 | -0.7 | 8.9 | 41.1 | 41.1 | 9.5 | -1.2
22 | COc1ccccc1CN(C)CC(=O)Nc1ccc(Cl)cc1F | -3.1 | 6.1 | -12.4 | 13.0 | -19.4 | -3.5 | -5.4 | -8.5 | -31.2
23 | Cc1nc(-c2cc(C#N)c(Sc3ccc(Cl)cc3Cl)nc2C)cs1 | -6.6 | / | -2.2 | -1.4 | -24.0 | 1.9 | -5.3 | 3.6 | 5.0
24 | O=C(N1CCOCC1)N1CCN(CC(O)COc2ccc3ccccc3c2)CC1 (centres undefined) | 1.3 | 2.0 | -10.8 | 9.1 | -20.1 | -0.7 | 0.4 | 1.5 | -4.0
25 | O=C(CN1C(=O)CC(c2ccco2)Sc2ccccc21)Nc1ccccc1F (centres undefined) | -5.4 | 2.1 | -27.0 | 7.2 | -2.5 | / | 5.8 | -4.2 | -14.2
26 | COC(=O)c1ccccc1NC(=O)COC(=O)[C@H](C)NC(N)=O | -13.2 | / | -1.8 | -1.1 | -20.4 | 3.1 | -0.4 | -4.8 | 8.8
27 | CCCCN(CC)CCCNC(=O)CC1Nc2ccccc2NC1=O (centres undefined) | 2.3 | 1.0 | -6.9 | -0.6 | 6.3 | 0.3 | 5.7 | -2.8 | -12.9
28 | CCCCc1n[nH]c2c1/C(=N/OCC)CC(C)(C)C2 | 2.2 | / | -13.8 | 1.5 | 11.3 | 3.4 | -5.0 | -5.8 | -35.7
29 | O=[N+]([O-])c1cc(S(=O)(=O)N2CCCC2)ccc1NN=C1CCCCC1 | 6.2 | 5.9 | 11.6 | 0.2 | 16.3 | -6.5 | -8.1 | 1.7 | 10.9
30 | COc1ccc(OC)c(C2=Nn3c(nnc3C3CCCCC3)SC2)c1 | -12.2 | 3.8 | -15.2 | -17.4 | -33.6 | -4.0 | -0.9 | -6.9 | -5.3

The results go on.
# | smiles | RBBP9 inh | NPY Y1 blocker | Mdm2 ligase inh | Hck Nef HTS | NPY1 pot ag | Runt-CBFb FRET | Runt-SMMHC FRET | p97 inhibitor | NPY-Y2 PAM-ag
31 | CCCN1CNC(=S)N(c2cccc(C)c2)C1 | 1.5 | / | 3.4 | 0.1 | -4.5 | 2.1 | 5.2 | -0.8 | 8.9
32 | CCCCCNC(=O)c1ccc2c(=O)n(CCOC)c(=O)[nH]c2c1 | -7.2 | 3.1 | -20.1 | 2.0 | 4.3 | 2.8 | 0.7 | 0.4 | 1.1
33 | COCC(O)CSc1c([N+](=O)[O-])nc(C)n1Cc1ccc(OC)c([N+](=O)[O-])c1 (centres undefined) | -0.3 | 8.0 | 14.3 | -4.1 | -17.2 | -0.6 | 0.7 | 7.3 | 8.7
34 | COc1ccc(NC(=O)c2ccccn2)cc1S(=O)(=O)N1CCOCC1 | -4.3 | 2.6 | 7.7 | 20.2 | -3.2 | 0.4 | -2.5 | 4.0 | -7.7
35 | COc1cccc(N2CCN(CC(=O)c3c(C)[nH]c4ccccc34)CC2)c1 | -0.5 | 0.2 | -12.6 | -2.5 | -1.6 | 4.8 | 0.7 | 0.9 | 6.8
36 | NNC(=O)CN1CCCc2ccccc21 | -3.3 | -2.5 | -31.1 | 17.2 | 14.0 | -0.2 | -0.7 | -3.9 | -0.4
37 | CCCN(CCC)S(=O)(=O)c1ccc(C(=O)N2CC3CCC(CC3)C2)cc1 | 7.5 | / | -2.8 | -1.0 | -3.5 | -0.8 | -2.0 | -0.7 | 6.7
38 | CC(C(=O)OCC(=O)c1cccc([N+](=O)[O-])c1)N1C(=O)C2C3CCC(C3)C2C1=O (centres undefined) | 4.7 | -3.5 | -2.7 | 2.5 | -12.9 | -0.4 | -3.0 | 5.5 | 1.9
39 | CC(=O)[C@@H]1[C@@H](C(=O)c2ccccc2)[C@]2(C(=O)Nc3ccccc32)[C@H]2C=Cc3cc(F)ccc3N12 | -3.5 | 1.9 | / | 2.3 | 14.2 | 8.9 | 5.1 | 6.2 | -0.5
40 | Cc1ccc(S(=O)(=O)N(CCCN2CCCC2=O)Cc2cc3c(C)ccc(C)c3[nH]c2=O)cc1 | 1.9 | -2.7 | -10.0 | 1.6 | 5.8 | / | -11.9 | -0.8 | 4.9
41 | CN1CCN(Cc2nc3ccccc3c(=O)n2Cc2nc(-c3ccc4ccccc4c3)cs2)CC1 | -7.9 | 11.2 | -9.6 | 1.9 | -29.8 | 0.6 | -0.1 | -4.6 | -7.0
